RPL19A-GFP yeast: modulators of TOR pathway RPL19A-GFP in S. cerevisiae; 330,000 compounds, 0.3% hits; S. cerevisiae RPL19A-GFP strain, flow cytometry, 3 h; stronger effect = lower value; percent response vs DMSO, % at 10 µM;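 active means percent response vs DMSO below 50%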;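 further: median channel GFP fluorescence of the barcoded RPL19A-GFP strain; ratio of sample median GFP to plate DMSO average so 100% = DMSO; lower means less RPL19A-GFP as with rapamycin TOR inhibition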
CR mimetic SO: lowers age-related superoxide in aged yeast cells; S. cerevisiae aged cells, superoxide DHE fluorescence; stronger effect = lower value; superoxide response (% of plate mean), % at 10 µM; 330,000 compounds, 0.18% hits; AID 2690;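 active means superoxide response under a set limit, about three screen SD below normal, cut at about 65% in these data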;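 further: yeast aged for seven days with compound at 30 °C before DHE staining; 100% = average MFI of all compound-treated wells on the plate with controls excluded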
AHR act: human AHR activation | AHR-responsive luciferase reporter cells, luminescence | activation, % at 5 µM | 320,000 compounds, 2.5% hits; in the data active means activation above about 47%;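 further: 0% = vehicle wells and 100% = reference agonist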
Target sequence (P35869 whole entry, looked up): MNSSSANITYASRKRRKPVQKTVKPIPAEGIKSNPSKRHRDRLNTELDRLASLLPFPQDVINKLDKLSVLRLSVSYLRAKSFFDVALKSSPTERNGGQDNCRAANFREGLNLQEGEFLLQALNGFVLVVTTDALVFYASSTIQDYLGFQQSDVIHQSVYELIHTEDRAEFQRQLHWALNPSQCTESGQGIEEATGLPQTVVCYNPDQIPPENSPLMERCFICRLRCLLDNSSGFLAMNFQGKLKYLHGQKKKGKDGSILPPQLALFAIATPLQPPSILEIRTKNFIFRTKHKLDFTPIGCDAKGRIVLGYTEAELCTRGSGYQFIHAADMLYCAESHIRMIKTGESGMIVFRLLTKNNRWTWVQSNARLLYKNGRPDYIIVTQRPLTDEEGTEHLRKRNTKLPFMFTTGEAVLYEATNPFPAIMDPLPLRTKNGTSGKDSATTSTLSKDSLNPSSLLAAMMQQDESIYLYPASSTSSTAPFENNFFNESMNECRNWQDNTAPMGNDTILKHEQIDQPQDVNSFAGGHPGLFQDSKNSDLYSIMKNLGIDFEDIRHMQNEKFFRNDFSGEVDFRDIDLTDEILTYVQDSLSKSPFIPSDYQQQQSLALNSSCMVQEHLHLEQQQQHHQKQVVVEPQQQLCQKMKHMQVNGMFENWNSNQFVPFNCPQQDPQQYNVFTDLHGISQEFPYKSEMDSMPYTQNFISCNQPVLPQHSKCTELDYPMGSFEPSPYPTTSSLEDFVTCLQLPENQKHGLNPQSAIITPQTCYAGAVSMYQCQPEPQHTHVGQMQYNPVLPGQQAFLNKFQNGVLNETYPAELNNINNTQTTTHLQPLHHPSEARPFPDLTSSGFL
procasp3 activ: activators of human procaspase-3. recombinant procaspase-3 D3A, Ac-DEVD-pNA absorbance 405 nm. 330,000 compounds, 0.11% hits. P42574. activation, % at 8.5 µM. AID 463141;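 active means activation above the mean of all tested compounds plus 3 SD, cut at about 21% in these data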;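 further: 0% = DMSO alone and 100% = DMSO wells spiked with extra 5 µM PC-3 D3A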
Target sequence (P42574 whole entry D9A/D28A/D175A): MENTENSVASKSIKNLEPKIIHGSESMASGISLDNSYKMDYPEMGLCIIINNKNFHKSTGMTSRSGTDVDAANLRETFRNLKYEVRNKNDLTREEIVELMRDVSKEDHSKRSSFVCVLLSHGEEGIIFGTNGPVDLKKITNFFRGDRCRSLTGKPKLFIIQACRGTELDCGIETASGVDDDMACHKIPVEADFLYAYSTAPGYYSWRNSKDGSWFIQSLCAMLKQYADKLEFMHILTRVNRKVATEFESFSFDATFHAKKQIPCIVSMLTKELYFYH
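Technique: 405 nm absorbance of p-nitroaniline, reads at 0 and 120 min; Test system: Procaspase-3 D3A mutant; Incubation: 1 h enzyme-compound preincubation, then 2 h substrate reaction, 25 °C; Repeats: singlicate, each compound tested once; Benchmarks: low control DMSO wells, high control DMSO plus 5 µM PC-3 D3A.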
GASC-1 inh: blocks human GASC-1 demethylase activity; GST-JMJD2C(1-420) H3K9me3 demethylation, DELFIA europium; Q9H3R0; 330,000 compounds, 0.069% hits; inhibition, % at 2.35 µM;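 active means more than half of a compound's replicate wells show inhibition beyond 50%, single wells judged on their own value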;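 further: signal counts dimethyl H3K9 product captured on neutravidin plate; 0% = median of DMSO wells and 100% = 0.3 times that DMSO median; strong numbers were not always called active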
proCasp7 act: counter-screen for procaspase-3 activators: activators of human procaspase-7; P55210; recombinant procaspase-7, Ac-DEVD-pNA absorbance 405 nm; D23A/D198A/D206A triple mutant, cannot self-cleave; scale: DMSO 0, 5 µM enzyme 100; activation, % at 8.5 µM; 330,000 compounds, 0.093% hits; AID 463210;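 active means percent activation above the screen-wide mean plus 3 SD, cut at about 25% in these data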
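signal = Epi-absorbance of released pNA at 405 nm, two timepoints | assay system = Uncleavable procaspase-7 mutant enzyme | reagent = Ac-DEVD-pNA substrate, 400 µM as added | times = 1 h enzyme–compound preincubation and 2 h substrate reaction, both 25 °C | benchmarks = low DMSO alone, high DMSO plus 5 µM PC-7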
LAP4 TOR yeast: alters LAP4-GFP fluorescence in TOR pathway yeast screen. S. cerevisiae LAP4-GFP multiplex, flow cytometry GFP, 3 h; median GFP as percent of DMSO wells. 320,000 compounds, 0.34% hits. AID 2023. GFP response vs DMSO, % at 10 µM;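 active means GFP response vs DMSO above a set limit, about the screen mean plus 3 SD, cut at about 150% in these data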
MEP2 TOR yeast: yeast TOR pathway MEP2-GFP modulation | AID 2016 | S. cerevisiae MEP2-GFP strain, flow cytometry GFP, 3 h; 100% = DMSO control level | GFP response vs DMSO, % at 10 µM | 330,000 compounds, 0.51% hits;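 active means GFP response versus DMSO above a set limit, roughly screen mean plus 3 SD, cut at about 180% in these data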;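 further: median GFP fluorescence of the barcode-gated MEP2-GFP cells per well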
The depositor's hits bear a star; . = no result given.

SMILES	RPL19A-GFP yeast	CR mimetic SO	AHR act	procasp3 activ	GASC-1 inh	proCasp7 act	LAP4 TOR yeast	MEP2 TOR yeast
CCCOc1ccc(/C=C/C(=O)NC2CCCCC2)cc1OC	105.3	101.3	6.6	-0.8	-10.1	-1.4	93.0	109.8
CC(C)OCCCNc1ncnc2c1nc1n2CCCC1	108.2	91.6	.	.	0.1	.	94.1	110.0
COCCNC(=O)/C(C#N)=C\c1ccc(CNS(=O)(=O)c2ccccc2)o1	93.2	88.0	6.9	-3.1	-13.2	2.0	99.5	94.4
Brc1ccc2nc(N3CCCC3)sc2c1	98.0	93.9	6.1	6.4	-10.2	8.1	112.4	102.3
C=CCn1c(SCC(=O)N2CCCC2)nc2cc(C(=O)NCC3CCCO3)ccc2c1=O (centres undefined)	97.3	102.2	-0.6	-17.1	-3.0	2.4	101.2	93.8
CC1CC(=O)Nc2ccccc2N1C(=O)Nc1ccc(F)cc1F (centres undefined)	97.0	93.2	-1.2	-6.7	1.5	-2.7	105.0	92.4
CCC(C)NC(=O)CCNS(=O)(=O)c1ccc(Br)cc1 (centres undefined)	96.5	100.3	1.1	2.0	11.1	-2.8	94.3	92.2
Cc1ccc(NC(=O)COC(=O)Cc2csc(-c3ccc(Cl)cc3)n2)cc1C	93.9	80.1	0.4	1.4	-7.9	-3.3	106.9	92.1
COc1ccccc1NC(=O)Nc1nc(CC(=O)Nc2ccc(OC)c(OC)c2)cs1	94.8	106.7	12.0	-0.7	9.2	7.0	98.1	96.9
COc1ccc(NC(=O)C(C)N(c2ccc(C)cc2)S(C)(=O)=O)c(OC)c1 (centres undefined)	94.9	111.0	4.3	1.4	1.2	8.7	99.2	99.6
O=C(CCCc1ccccc1)Nc1nccs1	95.6	95.2	-1.2	-14.2	13.4	1.2	107.0	99.1
Cn1c(=O)c2c(nc(OCc3cccnc3)n2Cc2c(F)cccc2Cl)n(C)c1=O	91.7	106.1	3.3	0.6	-5.0	2.1	95.8	92.3
CCOC(=O)N1CCC(NC(=O)C2CCN(C(=O)N3CC(C)Oc4ccc(C)cc43)CC2)CC1 (centres undefined)	104.8	95.9	0.7	4.9	15.9	-0.1	107.6	113.9
C=CCn1c(N)cc(=O)nc1SCC(=O)Nc1ccc2ccccc2c1	103.4	83.0	15.3	-5.3	4.9	1.7	93.0	104.1
COc1ccc(CC(=O)Nc2ccc(S(=O)(=O)N3CCCC3)cc2)c(OC)c1	94.1	95.2	0.3	-1.7	-3.6	2.3	99.2	97.7
CN(Cc1ccccc1)C(=O)CCS(=O)(=O)c1cc2c(cc1Cl)NC(=O)CO2	93.8	93.3	-2.3	-9.1	69.7	5.2	95.0	95.8
Cc1noc(NS(=O)(=O)c2ccc(NC(=O)COc3ccc(C#N)cc3)cc2)c1C	101.8	80.3	2.5	0.9	7.6	10.2	89.6	99.0
COc1ccc(S(=O)(=O)N(C)CC(=O)Nc2ccccc2SC)cc1Cl	100.5	88.3	1.0	-1.4	16.1	1.4	105.9	101.0
Cc1ccc(S(=O)(=O)NCC(C)n2cncn2)cc1C (centres undefined)	105.5	96.5	-6.7	4.2	8.4	5.0	107.3	111.0
OCC[C@@H]1C[C@@H](O)[C@H](O)[C@]2(CCCO2)O1	94.2	104.7	-0.3	3.6	7.9	3.5	125.7	91.7
C=CCNC(=S)N/N=C(\C)c1ccccn1	99.9	91.3	4.0	-3.6	24.0	-1.4	110.2	98.4
CN(C)S(=O)(=O)N1CCN(C(=O)N(c2ccccc2)c2ccccc2)CC1	100.2	95.5	6.6	2.1	23.0	-10.2	98.4	105.3
O=C(CN1CCN(S(=O)(=O)N2CCCCCC2)CC1)Nc1cc(Cl)ccc1Cl	103.2	88.9	1.3	-0.6	44.0	3.2	100.9	114.1
CC(C)CNS(=O)(=O)c1ccc(CC(C)C)cc1	98.3	106.3	-1.3	-1.4	-14.0	-7.5	100.0	98.1
O=C(O)/C=C/C(=O)Nc1cccc(C(F)(F)F)c1	104.2	123.5	3.8	3.6	-9.1	-5.3	94.0	96.0

Looked up above.
Under RPL19A-GFP yeast, OCC[C@@H]1C[C@@H](O)[C@H](O)[C@]2(CCCO2)O1 is listed with 94.2
Under AHR act, COc1ccccc1NC(=O)Nc1nc(CC(=O)Nc2ccc(OC)c(OC)c2)cs1 is listed with 12.0

(continued)
SMILES	RPL19A-GFP yeast	CR mimetic SO	AHR act	procasp3 activ	GASC-1 inh	proCasp7 act	LAP4 TOR yeast	MEP2 TOR yeast
COCCn1c(C)cc(C2=NNC(=NC(C)(C)C)SC2)c1C	98.9	101.1	1.5	-0.1	-1.1	-2.6	89.8	107.7
Cc1ccc(S(=O)(=O)N2CCN(C(=O)C3CCCO3)CC2)cc1 (centres undefined)	93.5	93.3	-2.2	-3.9	2.2	9.3	99.1	97.0
O=C(CSc1nccc(-c2cccs2)n1)Nc1cccc(Cl)c1Cl	96.8	101.1	22.9	-4.3	-7.0	9.1	116.2	96.9
CCc1ccc(OCCNC(=O)c2cccs2)cc1	93.4	106.1	8.9	4.6	13.2	4.5	108.9	91.0
Cc1nnc(SCC(=O)Nc2cccc(S(=O)(=O)N3CCCCC3)c2)s1	98.6	133.8	-1.7	1.4	-0.8	9.4	99.3	94.5
Cc1cc(C(=O)NCCCN2CC(C)CC(C)C2)n(-c2ccccc2)n1 (centres undefined)	111.3	113.1	8.2	-1.0	13.2	-6.2	108.7	101.8
COc1cccc2sc(Nc3nc(-c4ccccn4)cs3)nc12	66.2	102.5	39.5	-5.1	-11.7	-11.8	168.7*	100.5
Cc1ccc(C(=O)N2CCN(c3ccccc3)CC2)cc1NC(=O)c1ccco1	104.1	102.5	-2.9	0.9	1.6	6.0	86.1	101.4
Cn1c(SCCOc2ccccc2F)nc2ccccc2c1=O	102.6	112.3	0.7	-2.5	-20.8	3.0	96.9	106.6
CNCCOCC(O)CSc1ccccc1 (centres undefined)	100.6	93.2	-3.5	5.3	2.2	6.9	97.9	105.3
CCCNc1nc(Nc2ccc(C)cc2)nc(N2CCCC2)n1	94.6	101.5	50.1*	7.6	-4.1	-2.5	99.2	98.1
c1cncc(-c2nc(N3CCOCC3)c3ccccc3n2)c1	84.6	99.8	77.5*	-5.6	-0.5	2.2	102.7	122.1
NNC(=O)c1cccc(O)c1	97.1	88.5	3.7	-8.7	-2.1	8.8	109.0	95.6
Cc1ccccc1C(=O)c1cccn1CC(=O)NC(C)c1ccc2c(c1)OCCO2 (centres undefined)	90.0	122.0	5.0	6.0	1.2	1.0	83.3	81.1
CCc1ccc(NC(=O)NCCN2CCCCC2)cc1	99.2	100.4	0.9	7.1	-32.1	-8.4	102.8	106.8
O=C(CN1CCN(c2ccccn2)CC1)NC(=O)NC1CCCCC1	98.9	108.1	2.0	0.7	3.6	18.3	104.4	103.8
NC(=O)c1ccccc1NC(=O)c1cc(S(=O)(=O)N2CCCCC2)ccc1N1CCOCC1	93.8	107.6	1.8	-0.8	23.2	4.0	98.1	99.2
CCCCn1c(CN2CCN(c3ccccc3)CC2)nc2c1c(=O)n(C)c(=O)n2C	99.6	106.1	-1.9	6.8	8.8	4.4	108.5	102.5
CCOc1cccc(/C=N/NC(=S)NCCN2CCOCC2)c1O	105.7	105.1	4.3	-0.3	5.2	4.7	98.2	95.2
CCOC(=O)c1cccc(NC(=O)CN(c2ccc(C)cc2)S(=O)(=O)c2c(C)n[nH]c2C)c1	98.7	92.8	0.7	2.1	2.8	-3.4	103.5	109.0
CC(=O)N1CCc2ccc(S(=O)(=O)N3CC(C)OC(C)C3)cc21 (centres undefined)	107.2	106.8	2.5	-5.4	-0.6	10.0	95.8	103.2
O=C(Nc1ccccc1C(F)(F)F)c1cnccn1	104.4	98.4	1.6	0.3	-1.1	3.0	88.3	108.2
COCCN(C(=O)c1ccc(N2CCCC2=O)cc1)c1c(N)n(CC(C)C)c(=O)[nH]c1=O	91.7	86.0	-0.5	1.2	-5.7	-9.8	96.2	93.8
COc1ccccc1NC(=O)c1cc(Sc2nncn2C)nc2ccccc12	100.7	91.6	45.6	1.2	-0.6	9.7	105.4	105.1
CC1CC(C)CN(C(=O)/C=C/c2ccc(S(=O)(=O)N3CCOCC3)cc2)C1 (centres undefined)	107.1	112.8	-0.9	1.1	-5.9	2.7	102.0	106.3
Remaining list, next part:
SMILES	RPL19A-GFP yeast	CR mimetic SO	AHR act	procasp3 activ	GASC-1 inh	proCasp7 act	LAP4 TOR yeast	MEP2 TOR yeast
COc1ccc(/C=C2\Oc3cc(OCC(N)=O)ccc3C2=O)cc1OC	99.2	114.8	2.8	-6.8	-0.3	-8.2	91.7	100.7
COc1cc(CN2CCC(C(=O)NC3CCCC3)CC2)cc(Br)c1O	98.5	100.0	-1.5	-8.0	6.1	4.6	92.1	99.9
O=C(O)c1ccc(S(=O)(=O)c2ccc3c(c2)C(=O)N(NC(=O)c2ccc(O)cc2)C3=O)cc1	97.6	97.7	-1.5	1.0	-2.5	4.7	103.7	100.3
O=C(Cn1cc([N+](=O)[O-])cn1)NCC1CCCO1 (centres undefined)	97.2	105.4	2.5	-7.5	2.4	1.6	85.8	96.9
Oc1ccc2c(c1)oc1cc(O)ccc12	93.3	75.3	3.9	-1.2	-1.4	0.6	107.3	98.8
CCn1ncc([C@@H]2C[C@H]3CN(Cc4ccccc4C)C(=O)[C@]34CCCN24)c1C	106.3	114.6	1.8	1.8	-16.6	5.3	94.3	106.1
COc1cc(OC)cc(-c2c(C#Cc3ccsc3)c3cc(-c4ccc(SC)cc4)ccc3n2C)c1	102.6	85.1	1.9	-6.3	.	6.4	101.2	102.4
O=C(NC1CCCCCC1)c1ccc(CN2CCOCC2)cc1	98.5	94.6	2.5	4.2	-1.5	3.5	102.3	107.0
CN1C(=O)/C(=C/c2ccco2)SC1=Nc1cccc(C(=O)O)c1	97.3	99.3	-1.0	-0.8	-3.0	2.5	107.4	99.1
COc1cc([C@@H]2CC=C(C(=O)O)[C@H](c3ccc(Cl)cc3)N2S(=O)(=O)c2ccc(C)cc2)cc(OC)c1OC	98.4	103.7	0.8	2.4	11.3	4.1	143.0	95.5
COc1ccc(NC(=O)N(C)C[C@H]2Oc3c(NC(=O)Nc4ccccc4)cccc3C(=O)N([C@H](C)CO)C[C@@H]2C)cc1	.	97.2	4.1	0.4	46.7	7.2	.	.
COc1ccc2cc1Oc1ccc(cc1)C[C@H]1c3c(cc(OC)c4c3Oc3c(ccc5c3[C@H](C2)N(C)CC5)O4)CCN1C	93.2	93.0	-1.4	9.4	-12.3	-4.0	104.2	96.4

Four successive compounds out of the list so far:
SMILES	RPL19A-GFP yeast	CR mimetic SO	AHR act	procasp3 activ	GASC-1 inh	proCasp7 act	LAP4 TOR yeast	MEP2 TOR yeast
O=C(NC1CCCCCC1)c1ccc(CN2CCOCC2)cc1	98.5	94.6	2.5	4.2	-1.5	3.5	102.3	107.0
CN1C(=O)/C(=C/c2ccco2)SC1=Nc1cccc(C(=O)O)c1	97.3	99.3	-1.0	-0.8	-3.0	2.5	107.4	99.1
COc1cc([C@@H]2CC=C(C(=O)O)[C@H](c3ccc(Cl)cc3)N2S(=O)(=O)c2ccc(C)cc2)cc(OC)c1OC	98.4	103.7	0.8	2.4	11.3	4.1	143.0	95.5
COc1ccc(NC(=O)N(C)C[C@H]2Oc3c(NC(=O)Nc4ccccc4)cccc3C(=O)N([C@H](C)CO)C[C@@H]2C)cc1	.	97.2	4.1	0.4	46.7	7.2	.	.

Bioassay records deposited in PubChem BioAssay by several laboratories.
